Mtb FBA inh = inhibitors of M. tuberculosis fructose-bisphosphate aldolase; purified M. tuberculosis FBA, fluorescence read-out; inhibition, % at 1 µM; 2.3% of 360,000 active; AID 588726; in the data active = inhibition above about 27%;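 note: 0% = vehicle and 100% = reference inhibitor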
Target sequence (P9WQA3 whole entry, looked up): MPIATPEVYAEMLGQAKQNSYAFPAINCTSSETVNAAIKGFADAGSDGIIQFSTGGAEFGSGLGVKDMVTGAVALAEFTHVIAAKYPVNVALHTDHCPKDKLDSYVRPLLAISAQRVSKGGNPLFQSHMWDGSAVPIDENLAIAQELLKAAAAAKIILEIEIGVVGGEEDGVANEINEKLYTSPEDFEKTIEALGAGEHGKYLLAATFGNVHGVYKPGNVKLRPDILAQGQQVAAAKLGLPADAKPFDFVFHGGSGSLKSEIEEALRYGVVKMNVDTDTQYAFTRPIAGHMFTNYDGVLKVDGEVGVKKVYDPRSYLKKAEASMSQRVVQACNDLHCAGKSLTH
VHR inh abs = inhibitors of human VHR1 phosphatase (DUSP3). P51452. recombinant VHR phosphatase, pNPP absorbance. inhibition, % at 13.3 µM. 0.52% of 290,000 active; in the data active = inhibition above about 50%; note: some compounds called inactive have numbers as strong as hits
Target sequence (P51452 whole entry, looked up): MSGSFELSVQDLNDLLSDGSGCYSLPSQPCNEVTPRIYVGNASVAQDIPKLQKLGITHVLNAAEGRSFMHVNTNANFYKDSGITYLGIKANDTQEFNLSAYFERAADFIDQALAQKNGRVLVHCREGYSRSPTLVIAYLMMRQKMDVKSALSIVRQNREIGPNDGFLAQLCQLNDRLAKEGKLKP
GDH-TPI counter = inhibits GDH-TPI coupling enzymes, artifact for Mtb FBA screen. inhibition, % at 4.8 µM. 1.2% of 360,000 active. GDH-TPI coupled enzyme counterscreen, NADH absorbance. AID 588335; in the data active = inhibition above about 30%;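 note: 0% = DMSO wells and 100% = wells lacking the enzyme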
Mtb BioA inh = inhibitors of Mycobacterium tuberculosis BioA enzyme. purified M. tuberculosis BioA enzyme, plate reader. inhibition, % at 9.99 µM. 0.096% of 360,000 active. AID 602481; in the data active = inhibition above about 40%
MazEF act = activators of E. coli MazEF toxin-antitoxin RNase | P0AE70 | FAM/BHQ RNA-DNA oligo cleavage fluorescence, 5 h | activation, % at 20 µM | 0.32% of 350,000 active; in the data active = activation above about 50%
Target sequence (P0AE70 whole entry, looked up): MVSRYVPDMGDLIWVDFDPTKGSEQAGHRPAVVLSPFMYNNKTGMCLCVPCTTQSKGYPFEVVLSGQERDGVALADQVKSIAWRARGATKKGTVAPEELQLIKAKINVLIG
3CLpro inhibitor = SARS-CoV 3CLpro protease inhibition | inhibition, % at 6 µM | AID 1706 | 0.14% of 290,000 active | recombinant SARS-CoV 3CLpro, quenched FRET peptide cleavage; in the data active = inhibition above about 12%
BH1578 lux ind = induces V. cholerae light production without autoinducers; V. cholerae BH1578 lux reporter, luminescence, 6 h; AID 588436; 0.16% of 350,000 active; activation, % at 18.7 µM; in the data active = activation mostly above about 9.7%, no sharp cut-off; note: not every result past the cut was called active; inactives centre near 0; reference of the scale not given here
PriA SSB inh = K. pneumoniae PriA-SSBct interaction inhibition; AlphaScreen SSBct-PriA binding, biotinylated peptide; inhibition, % at 33 µM; 0.6% of 430,000 active; AID 1272365; in the data active = inhibition mostly above about 37%, no sharp cut-off; inactive = mostly below about 20%;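 note: plate controls were negative control peptide for no effect and reference peptide for full effect; strong numbers were not always called active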
Rv3671c protease = inhibitors of M. tuberculosis serine protease Rv3671c; 0.048% of 320,000 active; AID 2606; P9WHR9; inhibition, % at 5.96 µM; in the data active = inhibition above about 38%;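 note: extracellular domain of Rv3671c used as enzyme; 0% = enzyme with DMSO and 100% = no enzyme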
UGM FP inh = Mtb UDP-galactopyranose mutase inhibition; purified UGM, fluorescence polarization probe displacement; inhibition, % at 10 µM; 0.06% of 320,000 active; AID 504406; in the data active = inhibition above about 10%, passing the limit was not always enough
Target sequence (P9WIQ1 whole entry, looked up): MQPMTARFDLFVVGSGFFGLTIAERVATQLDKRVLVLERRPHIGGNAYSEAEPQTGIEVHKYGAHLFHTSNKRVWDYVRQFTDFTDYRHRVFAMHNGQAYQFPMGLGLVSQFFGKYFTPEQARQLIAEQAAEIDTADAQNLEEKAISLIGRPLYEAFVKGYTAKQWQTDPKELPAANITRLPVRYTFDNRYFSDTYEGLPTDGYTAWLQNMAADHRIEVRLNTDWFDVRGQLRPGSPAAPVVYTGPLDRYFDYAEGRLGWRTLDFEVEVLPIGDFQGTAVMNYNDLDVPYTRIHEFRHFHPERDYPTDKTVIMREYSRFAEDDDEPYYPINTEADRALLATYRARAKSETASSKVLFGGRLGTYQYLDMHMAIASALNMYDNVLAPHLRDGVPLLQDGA
Starred values were filed as active, the others as inactive; i = inactive; . = no result given; + = active, no number; & = joins results of further samples. These rows are one share of the data, so the mix of outcomes need not match the whole.

structure	Mtb FBA inh	VHR inh abs	GDH-TPI counter	Mtb BioA inh	MazEF act	3CLpro inhibitor	BH1578 lux ind	PriA SSB inh	Rv3671c protease	UGM FP inh
CC(C)(C)NC(=O)c1cc(NC(=O)c2ccco2)cc(NC(=O)c2ccco2)c1	1.3	10.5	2.0	-1.3	1.3	0.1	-1.6	-6.6	-4.2	1.8
CCn1ncc([N+](=O)[O-])c1C(=O)Nc1cc(C)on1	-0.7	-6.9	2.6	.	9.4	6.9	-0.2	-1.4	4.5	3.0
C#CCSc1nsc(SCC#C)c1C#N	-2.9	2.5	0.0	-0.6	8.4	1.9	i	-0.7	-9.1	4.4
COCCN(C(=O)C1CCC1)c1c(N)n(CC(C)C)c(=O)[nH]c1=O	2.6	.	1.3	1.4	-1.0	.	-0.3	-8.4	6.1	-1.8
CCOC(=O)c1ccc(S(=O)(=O)N2CCN(C3CC(=O)N(c4ccc(OC)cc4)C3=O)CC2)cc1 (configuration not stated)	-1.3	.	1.4	-3.7	-0.2	.	-1.9	10.8	.	.
Fc1ccc(-n2cc(CNCCc3cccnc3)c(-c3ccccc3Cl)n2)cc1	0.1	-12.3	5.9	.	5.6	1.5	-1.1	6.1	-4.5	-1.7
N#C/C(=C(/O)COC(=O)c1ccc2c(c1)OCCO2)c1nc2ccccc2[nH]1	2.7	28.0	15.5	-1.9	20.8	-6.9	-2.0	.	4.4	3.9
COc1ccc(/C=C/c2c(-c3ccc(OC)cc3)sc3cc(OC)c(OC)cc23)cc1	3.4	.	19.1	-2.6	-5.9	.	-1.0	-12.3	2.7	.
O=C(CCn1nnc2ccccc21)OCC(=O)c1ccc(F)cc1	0.3	22.4	-3.0	.	7.1	-2.7	-0.1	-11.2	2.5	0.1
COc1cccc(C(=O)NCCN2CCN(c3ccccc3)CC2)c1	3.3	9.8	6.6	1.2	5.3	-5.3	-1.1	-14.0&-0.9	-9.8	1.0
CC(C)NC(=O)C12CC3CC(C1)CC(C(=O)NC(C)C)(C3)C2	1.6	13.6	-8.6	-0.7	1.1	-4.4	-12.2	1.1	-7.8	1.9
CCCNC(=O)N1CCC(c2ccc3c(c2)OCO3)CC1	0.5	34.5	-5.2	1.7	5.1	-5.3	-0.5	-19.9	-5.5	-0.6
O=c1[nH][nH]c(-c2ccccc2)c1C=Nc1cccc(Cl)c1	0.7	19.7	-0.3	-0.7	-0.9	-1.3	-2.9	-11.5	0.8	3.4
CCCCCC(=O)Nc1nc(C)c(-c2csc(Nc3cc(Cl)ccc3C)n2)s1	1.1	20.9	4.2	-2.2	-7.2	4.8	0.2	-3.7	-2.3	-1.6
C/C(=N\NC(=O)c1ccc(-c2ccccc2)cc1)c1ccco1	0.9	14.1	8.4	0.2	2.4	-4.1	-6.2	.	-2.7	0.2
NC(=O)CN1C(=O)C(=O)N(Cc2ccc(Cl)cc2)C1=O	1.3	14.1	-6.6	.	9.9	-4.1	-2.2	-5.3	-3.5	-2.8

One compound at a time, as listed above. Values in the order: Mtb FBA inh	VHR inh abs	GDH-TPI counter	Mtb BioA inh	MazEF act	3CLpro inhibitor	BH1578 lux ind	PriA SSB inh	Rv3671c protease	UGM FP inh
Results for O=C(CCn1nnc2ccccc21)OCC(=O)c1ccc(F)cc1 : 0.3	22.4	-3.0	.	7.1	-2.7	-0.1	-11.2	2.5	0.1
Results for CC(C)NC(=O)C12CC3CC(C1)CC(C(=O)NC(C)C)(C3)C2 : 1.6	13.6	-8.6	-0.7	1.1	-4.4	-12.2	1.1	-7.8	1.9
Results for COc1cccc(C(=O)NCCN2CCN(c3ccccc3)CC2)c1 : 3.3	9.8	6.6	1.2	5.3	-5.3	-1.1	-14.0&-0.9	-9.8	1.0
Results for O=c1[nH][nH]c(-c2ccccc2)c1C=Nc1cccc(Cl)c1 : 0.7	19.7	-0.3	-0.7	-0.9	-1.3	-2.9	-11.5	0.8	3.4
Results for CCCNC(=O)N1CCC(c2ccc3c(c2)OCO3)CC1 : 0.5	34.5	-5.2	1.7	5.1	-5.3	-0.5	-19.9	-5.5	-0.6

(next part)
structure	Mtb FBA inh	VHR inh abs	GDH-TPI counter	Mtb BioA inh	MazEF act	3CLpro inhibitor	BH1578 lux ind	PriA SSB inh	Rv3671c protease	UGM FP inh
CCOC(=O)CC(NS(=O)(=O)c1ccc2[nH]cc(C(=O)O)c(=O)c2c1)c1ccc(OCC)c(OC)c1 (configuration not stated)	-3.1	38.4	3.0	-1.2	-1.7	-4.1	i	-4.3	3.3	0.6
Cc1ccc(-c2n[nH]c(=O)c3ccccc23)cc1S(=O)(=O)Nc1ccccc1	-4.3	-8.8	-8.1	-0.3	1.0	-0.9	-0.6	-4.4	-35.7	-1.7
O=C1CCCC(O)=C1C1C2=C(CCCC2=O)OC2=C1C(=O)CCC2	1.7	4.0	5.4	-0.5	8.9	1.8	-0.2	-15.4	10.1	0.9
CC(=O)OCC(=O)[C@@]1(O)CCC2C3CCC4=CC(=O)CCC4(C)C3C(=O)CC21C (some centres not stated)	3.2	-3.8	-1.9	-2.7	7.9	1.0	i	-10.6	.	.
Cc1oc2c(CN3CCCC3)c(O)ccc2c(=O)c1Oc1ccccc1Br	+	8.2	23.8	.	-1.0	-1.6	0.9	5.2	-0.2	-1.2
CSc1ccc(Cn2c(C)c(C(=O)NCCC#N)sc2=O)cc1	0.8	.	-2.4	8.9	.	.	i	.	.	.
COc1cc(/C=C/C(=O)OCC(=O)Nc2oc(C)c3c(C)n[nH]c(=O)c23)ccc1OC(F)F	4.7	.	17.2	-0.7	28.5	.	-1.4	-10.2	-24.4	8.3
O=C(Nc1ccon1)C1CCN(S(=O)(=O)c2cccs2)CC1	0.2	4.4	5.3	13.9	5.6	-3.5	2.8	-14.8&-8.0	0.9	-0.8
O=C(Nc1ccc(Cl)cc1)Nc1cccc(C(=O)O)c1	7.0	-1.3	8.2	.	8.6	2.9	0.2	-11.5	-1.0	-3.2
CCCNC(=O)C(Cc1ccc(OC)cc1)NC(=O)c1ccc(C#N)cc1 (configuration not stated)	2.0	.	11.2	-1.6	-2.1	.	i	-2.6	-0.9	-0.1
COC(=O)c1sccc1NC(=O)c1ccc(C)o1	0.0	-6.2	8.0	-0.9	1.9	0.3	-0.3	-11.3	0.0	1.2
COC(=O)c1cn(C(=O)c2ccc(OC)cc2)c2ccccc12	-2.0	7.4	-1.7	0.3	-2.2	-1.9	-0.3	-15.3	-12.8	-1.6
Cc1onc(-c2c(F)cccc2Cl)c1C(=O)Nc1ccc(S(=O)(=O)N2CCOCC2)cc1	-3.3	.	2.6	1.6	14.7	.	-2.0	0.5	-0.6	3.9
O=C(O)C1=C[C@@H](c2coc3ccccc3c2=O)C[C@@H](OCCCCO)O1	0.1	3.1	-1.7	-0.3	2.3	-3.4	i	10.2	2.3	0.2
CCOC(=O)C1=C(C)NC(=O)NC1c1ccc(NC(C)=O)cc1 (configuration not stated)	3.5	25.6	2.0	.	-12.1	-4.9	-1.6	-10.6	-1.5	0.2
O=C(N/C(=C\c1ccco1)C(=O)N1CCCCC1)c1ccc([N+](=O)[O-])cc1	2.6	.	0.3	-3.6	-13.5	.	0.6	-1.3	3.2	3.5
Clc1ccccc1CSc1nnc(-c2cccnc2)n1Cc1ccco1	-0.1	-6.2	5.8	6.9	1.9	-4.8	i	-13.2	-3.4	1.3
O=C(NNc1ccc(Cl)nn1)c1ccc(Cl)cc1	-2.0	-20.2	-1.9	.	-10.3	-5.2	-0.2	-10.4	6.7	-1.2
COc1cccc(OC)c1OCCN1CCN(C(c2ccccc2)c2ccccc2)CC1	3.9	.	3.0	-1.2	-8.4	-0.7	i	16.8	4.3	-0.2
Nc1c(C(=O)NCCC2=CCCCC2)sc2ccc(S(=O)(=O)N3CCCCC3)cc12	2.0	-11.3	13.0	0.8	1.8	4.1	-0.4	-12.0	-15.7	0.3
COc1ccc(-c2nc(CSCC(=O)N3CCN(C)CC3)c(C)o2)cc1OC	9.4	23.2	2.0	0.1	4.0	-0.4	-0.2	2.7	2.0	-2.7
COc1cccc(/C=C/C(=O)OCC(=O)Nc2cccc(S(=O)(=O)NC3=NCCCCC3)c2)c1	35.5*	.	0.4	0.8	-1.5	.	i	5.2	-3.4	-0.1
O=C(CCSc1nnc2scc(-c3ccccc3)n12)Nc1nc(-c2ccccc2)ns1	0.2	10.7	6.4	.	-10.2	0.1	-0.4	-0.7	0.1	1.6
CCn1cc(CN2CCC(n3nccc3NC(=O)C3CCCC3)CC2)c(C)n1	2.0	24.0	3.5	-1.6	1.9	1.1	i	-5.3	1.0	0.1
CSCC[C@H](NC(=O)OC(C)(C)C)C(=O)N/N=C/c1cccc2nccnc12	-1.1	27.7	25.9	.	7.7	-6.5	-0.3	i	2.5	1.7
CC(C)C(=O)NC(C)C(c1cccs1)N1CCN(C)CC1 (configuration not stated)	-1.9	15.7	-7.4	-2.9	5.9	-2.8	-0.2	-3.7	1.1	1.4
CCOc1cc(CNc2ccc3c(c2)CCC3)ccc1O	0.9	30.3	13.8	1.6	0.8	3.1	i	9.7	-10.6	3.4
COCCCn1c(C)nnc1SCC(=O)Nc1cccc(C)c1	-3.0	60.0*	-0.5	-2.2	-0.1	4.2	i	1.3	.	-0.6
CCC(=O)Nc1nnc(Sc2ccc(N(C)C)cc2)s1	0.2	32.8	5.0	.	4.0	2.7	-0.4	1.4	-1.8	1.9
CCCN1CN(Cc2ccccc2)CC2=C1CC(C)(C)CC2=O	5.5	-4.0	4.1	-0.5	-14.3	-2.7	-0.6	-15.4	6.2	-0.1
COc1ccc(OC)c(C2CC(=O)c3c([nH]c(C(=O)OCC4CCCO4)c3C)C2)c1 (configuration not stated)	3.3	-1.9	5.9	-2.6	-0.2	-3.1	-0.2	-9.7	-5.5	3.1
CCCn1c(C)cc(-c2csc(N)n2)c1C	-4.5	7.9	4.8	-1.2	-12.3	-3.8	i	4.7	5.5	0.1
CC(C)(CN1CCCC1)NS(=O)(=O)c1ccc(Cl)cc1	2.2	46.0	6.8	-3.8	2.9	0.3	-1.5	1.1	-7.5	7.5
S=c1[nH]nc(CNc2cccc(Cl)c2)o1	1.8	5.1	-3.1	.	1.7	0.6	i	-1.1	4.0	-1.3
COc1ccc(NC(=O)Nc2ccc3c(c2)C(=O)N([C@H](C)CO)C[C@@H](C)[C@@H](CN(C)C(=O)C2CCCCC2)OCCCC[C@H](C)O3)cc1	0.0	.	1.0	0.5&1.5	-6.1	.	0.7	.	.	.
Cc1ccc(C(=O)Nc2ncn[nH]2)cc1	0.1	-3.6	9.6	-1.8	0.5	-0.1	-0.5	-15.6	-0.9	-1.8
COc1ccc(C2CC(c3ccc(Br)cc3)=NN2C(=O)CSC2=NN3CCCC(=O)N=C3S2)cc1 (configuration not stated)	4.4	20.6	-13.6	-0.3	1.9	8.5	i	-0.4	11.5	-0.6
CC(=O)c1c(C)[nH]c(C(=O)N(CCc2ccccc2)Cc2ccccc2)c1C	0.2	3.6	2.2	.	10.0	4.0	-0.4	5.5	-4.1	-1.2
CC1=CCC(C(=O)O)(C(=O)N/N=C/c2cccnc2)C(c2ccccc2)C1 (configuration not stated)	6.0	14.7	5.0	.	5.8	1.5	-0.2	.	7.5	-3.1
CCOC(=O)C1CCCN(Cc2nc(Cc3cccc(F)c3)no2)C1 (configuration not stated)	0.3	26.4	12.7	-0.4	13.2	-4.6	i	-5.2	6.1	1.3
Cc1cc2nnn(-c3nnc(-c4ccccc4)c4ccccc34)c2cc1C	3.8	9.7	7.5	0.4	7.7	1.2	-0.6	-10.2	6.7	-3.8
CCc1nn(C(CC)C(=O)NCc2cccs2)c(=O)c2cc3occc3n12 (configuration not stated)	-8.3	1.1	7.7	13.7	7.1	2.8	-3.7	2.7	1.1	0.0
O=C1CCCS(=O)(=O)c2ccccc21	2.9	7.5	9.8	2.0	-1.2	3.4	-0.9	2.9	-3.7	0.5

From PubChem
